Screening data: PubChem BioAssay, Broad Institute
MITF TRPM1 HTS: MITF TRPM1 promoter activation in melanoma cells. SK-MEL-5 TRPM1-promoter luciferase, 24 h; % of positive control, neutral wells = 0. activation, % at 12.5 µM. 0.75% of 300,000 active. AID 588334;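 active means mean activation of at least 80% with every replicate also reaching 80%; inconclusive means mean reaches 80% but some replicate falls short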;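 further: 0% = neutral control wells and 100% = parthenolide positive control wells; values of inactives mirror those of a sister screen read the other way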
CAL PDZ FP-1: inhibitors of human CAL PDZ peptide binding. inhibition, % at 20 µM. purified CAL PDZ, TMR-peptide fluorescence polarization, 1 h. 0.02% of 330,000 active. Q9HD26. AID 504414;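 active means highest replicate inhibition of at least 40%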;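 further: plate controls were DMSO neutral control wells for no effect and unlabeled competitor peptide control wells for full effect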
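Read-out basis: mP drop reported as inhibition | Assay system: Tagged CAL PDZ protein CerCALP, purified | Benchmarks: Unlabelled peptide for full inhibition, DMSO wells as neutral | Schedule: 1 h incubation at room temperature before polarization reading | Buffer or medium: Sodium phosphate/NaCl buffer pH 7.4 with TCEP, IgG, Thesit | Doses: Single point, 20 µM | Measured by: Fluorescence polarization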
SR-BI HDL uptake: inhibitors of mouse SR-BI mediated HDL lipid uptake; Q61009; ldlA[mSR-BI] CHO cells, DiI-HDL uptake fluorescence, 3 h; inhibition, % at 12.5 µM; 0.96% of 320,000 active; AID 488896;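 active means mean replicate inhibition of at least 70% and a set share of replicates each scoring 70 or more; inconclusive means meets just one of the two criteria; inactive means fails both criteria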;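 further: 0% = median of neutral control wells and 100% = median of positive control wells; values of inactives mirror those of a sister screen read the other way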
Target sequence (Q61009 whole entry, looked up): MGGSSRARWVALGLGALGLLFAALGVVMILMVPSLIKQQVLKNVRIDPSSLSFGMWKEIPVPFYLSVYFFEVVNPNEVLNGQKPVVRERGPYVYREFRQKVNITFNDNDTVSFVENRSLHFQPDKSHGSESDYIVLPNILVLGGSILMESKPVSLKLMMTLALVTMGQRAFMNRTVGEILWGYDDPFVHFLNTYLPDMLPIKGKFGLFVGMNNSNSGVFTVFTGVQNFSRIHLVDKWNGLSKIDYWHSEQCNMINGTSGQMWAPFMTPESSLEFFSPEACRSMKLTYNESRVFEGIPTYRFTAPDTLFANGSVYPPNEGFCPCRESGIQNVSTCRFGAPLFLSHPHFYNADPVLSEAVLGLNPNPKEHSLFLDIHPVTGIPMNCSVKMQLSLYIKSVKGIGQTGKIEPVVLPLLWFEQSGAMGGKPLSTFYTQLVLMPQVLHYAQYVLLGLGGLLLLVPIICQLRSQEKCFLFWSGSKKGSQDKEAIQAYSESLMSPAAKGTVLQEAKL
CAL PDZ FP-2: inhibitors of human CAL PDZ peptide binding. purified CAL PDZ, TMR-peptide fluorescence polarization, 1 h. inhibition, % at 24.9 µM. 0.92% of 300,000 active. AID 602252;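 active means mean inhibition of at least 30% with at least half of replicates also reaching 30%; inconclusive means no clear call, values can overlap the other calls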;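 further: 0% = DMSO neutral control and 100% = excess unlabeled competitor peptide PRC23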
PvdQ inh: blocks Pseudomonas aeruginosa PvdQ acylase activity; purified PvdQ acylase, fluorescence plate reader; inhibition, % at 10 µM; 0.063% of 340,000 active; in the data active means inhibition above about 30%, passing the limit was not always enough; inconclusive means no clear call, values can overlap the other calls;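 further: 0% = vehicle neutral wells and 100% = reference inhibitor wells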
dFosB activator: mouse delta FosB homodimer activation; P13346; purified delta FosB, TAMRA-CDK5 oligo fluorescence polarization; percent of positive-control signal above neutral wells; activation, % at 25 µM; 0.99% of 340,000 active;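 active means mean activation above about 17%, with every replicate also reaching it, limit read from the data, passing the limit was not always enough; inconclusive means only one of the two conditions met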;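 further: fluorescence polarization rise as delta FosB binds a TAMRA Cdk5 AP-1 oligo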
Target sequence (P13346 whole entry, looked up): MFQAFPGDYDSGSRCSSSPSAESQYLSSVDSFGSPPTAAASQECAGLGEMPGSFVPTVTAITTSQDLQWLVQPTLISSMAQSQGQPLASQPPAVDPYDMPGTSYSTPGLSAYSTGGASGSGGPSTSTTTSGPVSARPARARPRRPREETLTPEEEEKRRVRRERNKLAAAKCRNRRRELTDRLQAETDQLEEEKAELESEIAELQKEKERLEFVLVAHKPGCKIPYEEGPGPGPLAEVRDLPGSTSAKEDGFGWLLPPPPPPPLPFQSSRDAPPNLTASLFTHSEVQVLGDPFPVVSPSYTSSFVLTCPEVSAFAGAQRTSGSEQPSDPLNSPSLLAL
NSD2 inh: NSD2 (human) methyltransferase inhibition; O96028; 0.54% of 310,000 active; inhibition, % at 12.5 µM; NSD2 peptide methylation, AlphaScreen, 120 min; in the data active means inhibition above about 50%
Rtt109 Vps75: blocks Candida albicans Rtt109/Vps75 acetyltransferase activity | purified Rtt109/Vps75, ThioGlo CoA-SH fluorescence, 4 h | inhibition, % at 34.9 µM | 0.16% of 330,000 active | AID 540336;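 active means inhibition of at least 50% in every replicate; inconclusive means best replicate reaches 50% inhibition but some replicates fall short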
SR-BI uptake up: enhances SR-BI lipid uptake from DiI-HDL | CHO ldlA[mSR-BI] cells, DiI-HDL uptake fluorescence, 3 h; 100 = double the neutral-control signal | activation, % at 12.5 µM | 0.096% of 320,000 active | AID 504775;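 active means mean replicate activation of at least 60% and every replicate at or above 60%; inconclusive means mean or all-replicate condition met, but not both; inactive means mean below 60% and not all replicates reaching 60%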;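 further: 0% = median plate neutral-control signal and 100% = twice that signal; values of inactives mirror those of a sister screen read the other way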
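system = CHO ldlA[mSR-BI] cells, LDL receptor-null, SR-BI overexpressing | medium = Ham's F12 with 0.5% BSA, HEPES 25 mM, pH 7.4 | probe or stimulus = DiI-HDL 10 µg/mL | compound dosing = single-point compound dose | incubation = compound exposure 3 h, 37 °C | technique = DiI fluorescence, bottom read | read-out = cell-associated DiI fluorescence as measure of HDL uptake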
PfHsp90 yeast 2: inhibits growth of yeast expressing Plasmodium falciparum Hsp90. inhibition, % at 9.4 µM. S. cerevisiae expressing PfHsp90, BacTiter-Glo ATP, 48 h; yeast lacking PDR1 and PDR3 efflux regulators. 0.32% of 310,000 active. AID 504621;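 active means every replicate shows inhibition above about 80%, whatever the replicate mean, limit read from the data; inconclusive means mean inhibition reaches the set limit but some replicate falls short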;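 further: 0% = DMSO neutral controls and 100% = 20 µM radicicol positive controls; yeast relying on Plasmodium falciparum Hsp90 in place of its own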
Numbers without * were called inactive; ? = inconclusive; · = not tested or not shown. Rows are unselected; any-hit rate near 4.3%.

Start of the data: the first two records as a preview:
MITF TRPM1 HTS | CAL PDZ FP-1 | SR-BI HDL uptake | CAL PDZ FP-2 | PvdQ inh | dFosB activator | NSD2 inh | Rtt109 Vps75 | SR-BI uptake up | PfHsp90 yeast 2 | canonical_smiles
1 | -2.8 | -4 | 3 | -7 | -9 | -1 | -2 | 4 | -2 | OC(CNC1CCCCC1)COCCOc1ccc(Br)cc1 (configuration not stated)
7 | -0.6 | 24 | -5 | -14 | -10 | -2 | 4 | -24 | -24 | Cc1cnc(NC(=O)CSc2nnc(-c3ccc(Cl)cc3Cl)n2N)s1

Results, from the first entry:
MITF TRPM1 HTS | CAL PDZ FP-1 | SR-BI HDL uptake | CAL PDZ FP-2 | PvdQ inh | dFosB activator | NSD2 inh | Rtt109 Vps75 | SR-BI uptake up | PfHsp90 yeast 2 | canonical_smiles
1 | -2.8 | -4 | 3 | -7 | -9 | -1 | -2 | 4 | -2 | OC(CNC1CCCCC1)COCCOc1ccc(Br)cc1 (configuration not stated)
7 | -0.6 | 24 | -5 | -14 | -10 | -2 | 4 | -24 | -24 | Cc1cnc(NC(=O)CSc2nnc(-c3ccc(Cl)cc3Cl)n2N)s1
6 | -2.3 | -12 | 0 | -10 | 0 | -3 | 0 | 12 | 7 | O=C1CN(S(=O)(=O)c2ccccc2)CCN1S(=O)(=O)c1ccccc1
10 | -2.4 | 20 | 0 | -10 | -4 | 1 | -12 | -20 | -1 | O=C(CN1CCCC1)Nc1sc2c(c1C(=O)Nc1ccccc1)CCCC2
24 | 0.4 | 46 | 12 | -11 | -9 | -3 | -7 | -46 | 14 | Cc1cccc(C(=O)OCC(=O)N2CC(C)CC(C)C2)c1C (configuration not stated)
3 | -2.1 | 11 | -1 | -12 | -6 | 1 | 0 | -11 | -4 | COc1ccc(CCNC(=O)C/C(C)=N/NC(=O)c2ccc(Cl)cc2Cl)cc1OC
-5 | -1.5 | 8 | -4 | -16 | -5 | 0 | -1 | -8 | 5 | CCOC(=O)c1c(C)[nH]c(C(=O)OCC(=O)NC2CCS(=O)(=O)C2)c1C (configuration not stated)
2 | -1.4 | -16 | -3 | 0 | -3 | 13 | -13 | 16 | · | Cc1ccc(NC(=O)CNC(=O)c2cccs2)c(O)c1
18 | -4.6 | -17 | 20 | -4 | -8 | · | -6 | 17 | 29 | CC1CCCCC1NC(=O)c1cncc(Br)c1 (configuration not stated)
0 | -3.1 | -39 | -1 | -12 | -8 | -2 | 0 | 39 | 21 | COCC1CCN(C(=O)CC2C(=O)NCCN2Cc2cccc(Oc3ccccc3)c2)CC1 (configuration not stated)
7 | -3.9 | -6 | -5 | 3 | -4 | 0 | 16 | 6 | 22 | CC(C)C1C(C#N)=C(N)Oc2n[nH]c(-c3ccc4ccccc4c3)c21 (configuration not stated)
2 | -0.2 | -12 | -2 | -8 | -10 | -1 | -6 | 12 | · | CCCCOc1ccccc1C(=O)NCC(=O)O
· | -2.0 | 21 | -1 | -1 | -3 | 5 | 7 | -21 | 19 | Cc1ccc(NC(=O)NC2=N/C(=C(/C#N)C(=O)N3CCCC3)c3ccccc32)cc1
9 | · | 10 | 0 | -19 | -4 | 1 | 2 | -10 | -11 | COc1ccccc1NC(=O)CCc1nc2ccccc2s1
19 | -1.0 | -5 | 1 | 7 | -1 | -1 | 8 | 5 | 6 | COc1cccc(C(C(=O)NC2CCCC2)N(C(=O)c2ccco2)c2cccc(C(C)=O)c2)c1OC (configuration not stated)
-13 | -0.8 | 25 | -1 | -10 | 3 | 1 | 0 | -25 | -4 | CC(C)CC(=O)NN(C)c1nc(-c2ccccc2)nnc1C(F)(F)F
8 | · | 5 | 1 | -13 | -7 | -3 | -3 | -5 | 3 | O=C(CCC(=O)OCC(=O)c1ccc(-c2ccccc2)cc1)Nc1cccc2cccnc12
-8 | · | -7 | 3 | -8 | -9 | -2 | -38 | 7 | -13 | CC(=O)Nc1nonc1NC(=O)CSC1=NCCS1
· | -1.9 | 12 | · | 7 | -5 | -4 | 13 | -12 | 10 | O=C(COc1ccc([N+](=O)[O-])cc1)NCCc1nc2ccccc2[nH]1
0 | -0.3 | 19 | 1 | -3 | -6 | · | 3 | -19 | 30 | CCO[C@H]1OC(C(=O)N2CCN(Cc3ccc4c(c3)OCO4)CC2)=C[C@@H](c2cn(C(C)=O)c3ccccc23)[C@@H]1CCCO
12 | 0.7 | -9 | -5 | -12 | -11 | -12 | -4 | 9 | 16 | Cc1cc(S(=O)(=O)c2cc3ccc(O)c(C)c3oc2=O)ccc1F
-4 | -3.5 | -8 | -4 | -11 | -3 | -4 | -5 | 8 | 11 | O=C(CSc1nnnn1-c1cccc(O)c1)NC1CC1
-3 | -0.7 | -3 | -3 | -1 | -4 | 2 | 20 | 10 | 14 | O=C1c2ccccc2C2(c3ccccc3)NCCN12 (configuration not stated)
4 | 0.1 | 4 | 0 | -8 | 6 | -1 | -6 | -4 | -20 | Cc1ccc(C(=O)OCC2OC3OC(C)(C)OC3C2O)cc1 (configuration not stated)
· | -0.8 | -14 | -6 | 0 | 2 | 1 | -2 | 14 | 21 | CC(O)c1cccc(N=Cc2ccc3ccccc3c2O)c1 (configuration not stated)
12 | -2.9 | -3 | -1 | -8 | -5 | 0 | -2 | 3 | 16 | COc1ccc(N2CCN(CC(O)COCCOc3ccc(Br)cc3)CC2)cc1 (configuration not stated)
· | 1.3 | -24 | 5 | -4 | -1 | -1 | 0 | 24 | 0 | NC(=S)NNC(=O)c1cccc(Cl)c1
2 | -0.3 | 4 | -4 | -8 | 3 | -14 | -3 | -4 | -7 | COc1ccccc1-n1cnnc1SCC(=O)Nc1nc(C)c(Cl)cc1Cl
48 | · | -19 | -5 | -20 | -16 | 1 | 8 | 19 | 10 | O=C(NCc1ccco1)c1sc2ccccc2c1Cl
1 | · | 10 | -2 | -3 | 3 | -3 | -9 | -10 | 10 | CCC(NC(=O)c1ccccc1O)c1ccccc1 (configuration not stated)
-17 | -0.1 | -8 | -5 | -10 | -9 | -1 | -1 | 8 | 23 | Cc1c(NS(=O)(=O)c2cccc(C(=O)NCc3cccc(Cl)c3)c2)c(=O)n(-c2ccccc2)n1C
-3 | -1.7 | 17 | -3 | 8 | -12 | 1 | -1 | -17 | 9 | CCCCn1c(O)c(N=NC(=O)c2ccco2)c2ccccc21
? | -0.9 | 19 | -2 | -4 | 2 | -1 | 0 | -19 | 3 | COc1cc(/C=N/n2c(C)n[nH]c2=S)ccc1OCc1ccc(F)cc1
5 | 0.1 | -19 | -2 | -1 | -4 | -13 | -1 | 19 | 32 | O=C(Nc1c2n(c(=S)n(-c3ccccc3)c1=O)CCCCC2)c1ccccc1
11 | · | -23 | -4 | 20 | 6 | 1 | -9 | 23 | 7 | COC(=O)[C@H](CCSC)NC(=O)N1CCN(Cc2ccccc2)CC1
26 | -1.7 | 13 | 0 | 0 | -3 | 2 | -9 | · | 14 | Cc1cc(C(=O)N/N=C/c2ccc(Br)o2)n[nH]1
-23 | -2.1 | -25 | -1 | -8 | -5 | 7 | -12 | 25 | 15 | CN(C(=O)c1ccoc1)c1ccc2ccccc2c1
-13 | -0.5 | 18 | -5 | -15 | 0 | 3 | · | -18 | 0 | COc1ccc(N(C)S(=O)(=O)c2cccc(C(=O)NC3CCCC(C)C3C)c2)cc1 (configuration not stated)
17 | 0.4 | -20 | · | -3 | -4 | -4 | -27 | 20 | · | Cc1ccccc1-c1nnc(SCC(=O)Nc2cccc(C)c2C)o1
-1 | 1.0 | 9 | 2 | -15 | 1 | 24 | -2 | -9 | 17 | Cc1ccc(NC(=O)c2ccc(NCCCN3CCC(C)CC3)c([N+](=O)[O-])c2)c(C)c1
84* | -1.2 | -11 | -5 | -14 | 1 | -2 | 4 | 11 | -13 | CCC(=O)N1CCc2nc(-c3ccccc3)sc2C1
· | -0.9 | -3 | -3 | 3 | 5 | -1 | 2 | 3 | -11 | C/C(=N\NC(=O)C(O)c1ccccc1)c1ccc(Cl)cc1 (configuration not stated)
4 | -0.1 | -4 | 6 | 0 | -6 | 35 | 8 | 4 | 7 | Cc1n[nH]c(=S)n1Cc1ccccc1
22 | -0.8 | -15 | · | 2 | -1 | -12 | 1 | 15 | 12 | CCOC(=O)N1CCN(C(=O)/C(=C/c2ccccc2OC)NC(=O)c2ccccc2)CC1
-2 | -1.0 | -6 | · | 11 | -9 | 1 | 12 | 6 | -10 | COc1ccccc1NS(=O)(=O)c1ccc2c(c1)NC(=O)C(C)S2 (configuration not stated)
29 | -0.7 | -9 | -4 | 7 | -7 | · | 5 | 9 | -9 | CC1CN=C(N(C(=O)Nc2ccccc2)c2ccc(F)cc2)S1 (configuration not stated)
-6 | -0.4 | -13 | 0 | 7 | 7 | · | 4 | 13 | 5 | O=C(O)c1ccc(Nc2nc3ccc(Cl)cc3[nH]2)cc1
-2 | -0.9 | -22 | · | 2 | -3 | -2 | -5 | 22 | -12 | CCOC(=O)C1CCCN(C(=O)Nc2ccccc2)C1 (configuration not stated)
10 | -0.7 | -9 | 0 | 11 | -7 | 0 | -2 | 9 | 9 | CC(Sc1nnc(C2CC2)n1C1CC1)C(=O)c1ccc(Br)cc1 (configuration not stated)
-8 | -0.4 | -5 | -6 | -14 | 7 | -1 | -24 | 5 | 8 | O=C1NC(=O)N(Cc2ccccc2)C1=O
-2 | -1.7 | 34 | 16 | 11 | 0 | 1 | 12 | -34 | -6 | COc1cc(OC)c(NS(=O)(=O)c2ccc(Cl)c(C(=O)OC(C)C(=O)N3CCCC3)c2)cc1Cl (configuration not stated)
-11 | -1.2 | 13 | -3 | 4 | 1 | 1 | 2 | -13 | 6 | COC(=O)c1cc(CC(=O)c2ccc(O)cc2O)c(C)o1
-2 | -1.6 | -21 | 2 | -10 | -2 | 0 | 4 | 21 | -22 | O=C(CSc1nnnn1-c1ccccc1)NC1CCCc2ccccc21 (configuration not stated)
0 | -0.8 | -13 | -4 | -15 | -2 | -1 | 0 | 13 | 21 | CC(CCc1ccccc1)NC(=O)CNC(=O)c1ccccc1Br (configuration not stated)
-6 | · | 44 | -4 | -6 | -2 | 1 | -1 | -44 | -28 | CCOc1ccccc1NC(=O)CSc1nc2cccnc2n1C
-6 | -0.1 | -10 | -5 | -13 | -1 | 1 | 3 | 10 | 16 | CCOC(=O)N1CCN(S(=O)(=O)c2ccc3c(c2)NC(=O)CO3)CC1
